FN deposition inh: fibronectin deposition inhibition | AID 743247 | inhibition, % at 12.6 µM | 350,000 tested, 0.086% active | AH1F fibroblasts, Alexa488-fibronectin deposition fluorescence, overnight;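 active means mean inhibition across replicates of 30% or more, regardless of how many single replicates reach that level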;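 further: positive control wells lacked labelled fibronectin entirely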
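Material: AH1F fibroblast monolayer depositing Alexa488-labelled fibronectin into matrix / Amount: 10000 AH1F cells per well / Signal: fluorescence 485/525 nm / Medium: DMEM, 2% serum / Compound: single dose, pinned / Incubation: 1 h cell adhesion before compound, then overnight fibronectin incubation / Reagent: Alexa488-FN, 24 nM final / Read-out: inhibition of fibronectin deposition signal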
miR122 inh: miR-122 inhibition in Huh7 cells. Huh7 miR-122 Renilla luciferase sensor, 48 h; neutral wells = 0, positive control = 100. 340,000 tested, 0.3% active. activation (reporter increase), % at 12.5 µM;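 active means mean replicate activation score at least 90 and every replicate individually at or above 90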;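 further: higher luciferase means less miR-122 activity so hits act as miR-122 inhibitors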
Cneo AK release: causes C. neoformans cell lysis; adenylate kinase release luminescence, 4 h; normalised: neutral wells 0, clomiphene wells 100; lysis activity, % at 15 µM; 360,000 tested, 0.2% active; AID 651654;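 active means mean lysis activity across replicates of at least 80%, whatever share of replicates individually reach that level; inactive means mean lysis activity below 80%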
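Schedule: static 4 h at 37 °C with compound, 1 h detection; system: C. neoformans cells; benchmarks: Clomiphene as positive control; buffer or medium: fresh YPD medium; measure: luminescence rise reflecting yeast cell lysis; measured by: luminescent adenylate kinase detection reagent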
EWS-Fli block: inhibitors of EWS/Fli oncoprotein transcriptional activity; A673 NR0B1-luciferase reporter, viability-normalised; inhibition, % at 12.6 µM; 350,000 tested, 0.67% active; AID 651661;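 active means mean inhibition of at least 50% after viability correction, with every replicate also passing that limit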;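 further: firefly luciferase signal divided by Alamar Blue viability fluorescence both relative to DMSO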
PGC1a acetyl inh: modulators of PGC1a acetylation. inhibition, % at 15.6 µM. U2OS PGC1a acetylation, AlphaScreen anti-acetyl-lysine; with virally co-expressed GCN5 acetyltransferase. 350,000 tested, 0.17% active;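 active means every replicate shows inhibition of at least 40%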;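 further: 0% = neutral control wells and 100% = positive control wells; some results beyond the cut were filed as inactive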
PAX8 inh HTS: lowers PAX8-driven luciferase in RMG-I cells; 360,000 tested, 1.2% active; RMG-I TPO-luciferase reporter, SteadyGlo, 24 h; inhibition, % at 12.6 µM; AID 652154;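 active means mean replicate inhibition at least 60% with every replicate also reaching 60%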;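 further: luciferase light reporting Pax8 driven TPO promoter activity; plate controls were median of neutral control wells for no effect and mitoxantrone controls for full effect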
LGR2 antag: inhibitors of bursicon-induced Drosophila LGR2 receptor cAMP signaling | HEK293 LGR2, CRE-luciferase, bursicon-stimulated, 4 h | inhibition, % at 9.99 µM | 380,000 tested, 0.35% active | AID 720647;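 active means drop in luminescence signal, shown as inhibition above about 50% in the replicate tests, limit read from the data, passing the limit was not always enough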;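 further: agonist challenge used bursicon conditioned medium at about half maximal strength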
Casp6 inh: inhibitors of human caspase-6; inhibition, % at 12.5 µM; AID 686996; purified caspase-6, Z-VEID-R110 cleavage fluorescence; 350,000 tested, 0.53% active;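 active means mean inhibition across replicates at least about 35%, with every replicate also reaching that limit, limit read from the data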;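 further: 0% = median of neutral control wells and 100% = no fluorescence left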
Target sequence (P55212 24-179 limits assumed): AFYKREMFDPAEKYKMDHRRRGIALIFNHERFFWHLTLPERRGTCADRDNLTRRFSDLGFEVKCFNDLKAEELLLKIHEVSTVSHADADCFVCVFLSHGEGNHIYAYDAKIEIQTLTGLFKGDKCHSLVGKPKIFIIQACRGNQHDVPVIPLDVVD
Target sequence (P55212 194-293 limits assumed): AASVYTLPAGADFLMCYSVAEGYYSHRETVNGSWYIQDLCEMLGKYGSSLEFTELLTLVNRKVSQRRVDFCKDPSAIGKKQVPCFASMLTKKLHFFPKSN
* = called active by the depositor; · = not tested or not shown; & = joins results of further samples; [ ] = dose if it differs, or a comment.

SMILES	FN deposition inh	miR122 inh	Cneo AK release	EWS-Fli block	PGC1a acetyl inh	PAX8 inh HTS	LGR2 antag	Casp6 inh
CO[C@H]1CN(C)C(=O)c2cc(NS(C)(=O)=O)ccc2OC[C@H](C)N(Cc2cccnc2)C[C@H]1C	5	-14[16.7 µM]	·	-1	7	·	14	·
O=C(C[C@@H]1C/C=C\CCC(=O)OC[C@@H]2CCCN2C1=O)N[C@@H](CO)Cc1ccccc1	1	-1	5	2	·	-7	11	3
CC(C)S(=O)(=O)c1csc(C(=O)Nc2ccc(F)cc2)c1N	10	-3	·	-72	2	-50	-50	-1
C[C@@H]1CN([C@H](C)CO)C(=O)c2cccc(NS(=O)(=O)c3cn(C)cn3)c2O[C@H]1CN(C)S(=O)(=O)c1ccc(Cl)cc1	·	-1[16.7 µM]	5	1	-2	5	-24	1
CN(C)/N=C/c1ccc([N+](=O)[O-])cc1[N+](=O)[O-]	-4	·	·	2	·	24	3	-1
COc1ccc(-c2csc(Nc3cccc(C)n3)n2)cc1C	-9	3	-2	-120	-6	-80	-102	-3
CCN1CCN(C(=O)NS(=O)(=O)c2ccc(C)cc2)CC1	-10	-5	0	3	5	3	-2	-5
Cc1ccc(C(=O)N/C(=C\c2cn(C)c3ccccc23)C(=O)NCCCn2ccnc2)cc1	-8	·	·	·	·	15	10	-3
CCc1csc(N2[C@H](C#N)[C@H](c3ccc(-c4cccc(F)c4)cc3)[C@@H]2CO)n1	3	·	1	9	-2	7	-14	-2
CCOC(=O)c1c(NC(=O)CC2Nc3cc(C)c(C)cc3NC2=O)sc(C)c1C (configuration not stated)	·	·	·	0	7	·	-7	0
C=CCOc1c(Br)cc(/C=C2/NC(=S)N(C(C)=O)C2=O)cc1OC	-3	·	·	-7	·	-3	25	0
COc1ccc(OC)c(NC(=O)NC2CCCCCCC2)c1	0	-3	0	-10	2	-4	6	3
O=C(CN1C(=O)NC2(CCCCCCC2)C1=O)Nc1ccc(Br)cc1	1	·	·	11	-3	19	-6	4
C=CCc1cccc2ccc(=O)oc12	8	·	·	4	·	35	7	-3
C[C@@H]1CN([C@@H](C)CO)C(=O)CCCn2nncc2CO[C@@H]1CN(C)S(=O)(=O)c1ccccc1C#N	-2&3	-2	-1	8&0	-9&3	-7	-12&17	-5&1
CC(C)NC(=O)N1[C@@H]2c3cccc(=O)n3C[C@@H]2[C@@H](CO)[C@@H]1C(=O)N1CCC(Cc2ccccc2)CC1	·	·	2	6	·	·	2	1
O=C1c2ccccc2C(O)(c2ncc[nH]2)N1C1CCCCC1 (configuration not stated)	·	-3	-1	·	5	·	8	·
CC(C)(C)S(=O)(=O)N1C[C@@H]2CC/C=C\C/C(c3ccccc3)=C\2[C@H]1CCO	1	0	-2	22	-28	-4	-16	2
O=C(CN1C(=O)NC(c2ccccc2)(c2ccccc2)C1=O)NCCNCCO	-4	1	0	8	-4	5	26	3
COc1ccc(-n2nc([N+](=O)[O-])c(=NCCc3ccccc3)n2O)cc1	4	-2	2	-10	·	94*	-22	-1
Cc1ccc(C(C(=O)NC(C)(C)C)N(C(=O)c2csnn2)c2cccc(F)c2)o1 (configuration not stated)	1	2	-1	·	2	·	·	·
Cc1c(C(=O)OC(C)C)sc(N)c1C(=O)OC(C)C	-1	·	·	-60	·	-12	-55	-1
COc1cc(NC(=O)C(c2ccccc2)c2ccccc2)c(C(=O)O)cc1OC	8	-3	2	-4	10	15	3	4
CCOc1ccccc1-c1nc(CN2CCCC2c2nccs2)c(C)o1 (configuration not stated)	·	4	39	2	20	29	-5	-1
COc1ccc(CNC(=O)C(=O)NCC2OCCN2C(=O)c2ccc(OC)cc2)cc1 (configuration not stated)	1	7	0	·	2	1	10	-2

The closing four entries of the part above lead into the next.
SMILES	FN deposition inh	miR122 inh	Cneo AK release	EWS-Fli block	PGC1a acetyl inh	PAX8 inh HTS	LGR2 antag	Casp6 inh
Cc1c(C(=O)OC(C)C)sc(N)c1C(=O)OC(C)C	-1	·	·	-60	·	-12	-55	-1
COc1cc(NC(=O)C(c2ccccc2)c2ccccc2)c(C(=O)O)cc1OC	8	-3	2	-4	10	15	3	4
CCOc1ccccc1-c1nc(CN2CCCC2c2nccs2)c(C)o1 (configuration not stated)	·	4	39	2	20	29	-5	-1
COc1ccc(CNC(=O)C(=O)NCC2OCCN2C(=O)c2ccc(OC)cc2)cc1 (configuration not stated)	1	7	0	·	2	1	10	-2
Cc1ccc(-c2nn(-c3ccccc3)cc2/C=C2\SC(=S)N(CC(=O)O)C2=O)cc1	-4	21	1	-2	-5	3	-17	31
O=C(O)c1cccc(Oc2ccccc2[N+](=O)[O-])c1	8	8	·	·	1	3	-4	·
O=C(NCCCN1CCOCC1)c1ccc2c(=O)n(Cc3ccccc3)c(=S)[nH]c2c1	3	·	4	8	·	-1	10	·
CCOC(=O)C1=C(O)/C(=C/c2ccc(OCC(=O)O)c(OCC)c2)SC1=Nc1ccc(C)cc1	-6	·	·	3	7	30	-28	14
CS(=O)(=O)N1CCN=C1SCc1ccccc1	2	-4	10	·	-16	-8	-5	-1
CCN(CC)C(=S)Oc1c(Cl)cccc1Cl	0	·	·	-3	·	15	6	3
CC(OC(=O)c1ccc(NC(=O)CC#N)cc1)C(=O)Nc1ccc2c(c1)OCCO2 (configuration not stated)	-2	·	·	-5	·	0	12	4
N#Cc1ccccc1S(=O)(=O)N1CCN(C(=O)c2cc(-c3ccccc3)nn2-c2ccccc2)CC1	0	·	12	2	·	-7	1	-4
CCCCC(=O)Nc1ccc2oc(-c3ccncc3)nc2c1	3	-2	·	·	-1	-49	·	·
Cc1cc(OCC(=O)NCCCn2ccnc2)c2c(C)cc(=O)oc2c1	-10	0	0	5	3	-7	-16	-10
O=C(CNC(=O)c1ccccc1Br)NNC(=O)c1cccs1	-9	1	0	-4	3	18	1	4
CC1=C(C(=O)N2CCCCC2)C(c2cccs2)NC(=O)N1 (configuration not stated)	-11	-2	1	·	1	10	·	·
CC(=O)C1C(c2ccc(Br)cc2)C2C(C)=NN=C2CC1(C)O (configuration not stated)	4	-1	0	-6	·	-11	-14	-2
Cc1ccc(CCNC(=O)C2CCC(CNc3c(N4CCC(C)CC4)c(=O)c3=O)CC2)cc1 (configuration not stated)	-3	-4	0	1	-5	15	3	1
O=C(O)c1c(F)c(F)c(F)c(F)c1-c1ccc(Cl)cc1	·	·	0	-6	7	·	-19	-3
O=C(CNC(=O)c1ccco1)OCC(=O)c1ccc2c(c1)CCCC2	0	-15	1	·	·	7	·	·
C[C@H](CO)N1C[C@H](C)[C@H](CN(C)Cc2cccc(C(F)(F)F)c2)OCc2cnnn2CCCC1=O	-10	-1[16.7 µM]	·	-1	1	·	7	·
Cc1cccc(NC(=O)c2ccc(COc3ccccc3)o2)n1	4	-1	1	·	-26	-14	-8	1
CCCNC(=O)N(C)C[C@H]1Oc2cc(C#Cc3cccc(F)c3)ccc2S(=O)(=O)N([C@H](C)CO)C[C@@H]1C	1	19[16.7 µM]	-2	9	16	·	19	-1
CO[C@H]1CN(C)C(=O)c2ccc(NC(=O)C3CC3)cc2OC[C@@H](C)N(C(=O)NC(C)C)C[C@H]1C	-1	·	21	0	0	-5	16	2
CC(=O)Nc1ccc(NC(=O)C(C)Sc2nc3ccccc3c(=O)n2Cc2ccco2)cc1 (configuration not stated)	-1	·	1	1	·	0	-12	2
O=C(CC12CC3CC(CC(C3)C1)C2)Nc1ccc(C(=O)O)cc1	5	-5	-1	-1	·	-27	5	5
C[C@@H]1CN([C@@H](C)CO)C(=O)c2cc(Br)cnc2O[C@@H]1CN(C)C(=O)Nc1ccccc1	1	1[16.7 µM]	-11	-2	-7	·	12	1
NC(=O)c1ccccc1NC(=O)/C=C/c1c(Cl)cccc1Cl	7	5	2	·	·	-43	·	·
CCCCn1c(N)c(N(CCC(C)C)C(=O)CSc2nc3ccccc3n2C)c(=O)[nH]c1=O	-8	0	-2	0	-3	3	28	-1
(continued)
SMILES	FN deposition inh	miR122 inh	Cneo AK release	EWS-Fli block	PGC1a acetyl inh	PAX8 inh HTS	LGR2 antag	Casp6 inh
Cc1cc(C)nc(NN=C(c2ccccc2)c2ccccc2)n1	6	0	12	9	-1	-13	-18	0
O=C(Nc1ccc(F)cc1)Nc1ccc(S(=O)(=O)N2CCCC2)cc1	-5	5	-3	4	8	-9	-3	1
CC1CCN(C(=O)CSc2nc3ccccc3c(=O)[nH]2)CC1	-3	·	·	-3	1	-4	-1	3
CC(O)(c1ccccc1)C(C(c1ccccc1)N1CCOCC1)N1CCOCC1 (configuration not stated)	-15	3	-1	7	-2	7	7	0
C[C@H](CO)N1C[C@H](C)[C@H](CN(C)Cc2ccc(Oc3ccccc3)cc2)Oc2ccc(NS(=O)(=O)c3cccs3)cc2CC1=O	·	-7[16.7 µM]	-3	-6	1	5	-11	3
COC(=O)C(C)N(c1ccc(C)cc1)S(=O)(=O)c1c(C)[nH]c(=O)[nH]c1=O (configuration not stated)	·	-4	1	-1	8	·	5	·
C[C@@H]1CN([C@@H](C)CO)C(=O)c2cc(NC(=O)Nc3ccccc3)ccc2O[C@@H]1CN(C)Cc1ccc(C(=O)Nc2ccccc2N)cc1	·	170*[16.7 µM]	2	58*	-1	-19	8	0
COc1ccc(NC(=O)N(C)C[C@@H]2Oc3ccc(NC(=O)CCC(F)(F)F)cc3C(=O)N([C@H](C)CO)C[C@@H]2C)cc1	·	4[16.7 µM]	·	-3	-4	-10	14	·
Cc1noc(C)c1NC(=O)Nc1ccc2c(c1)CC(=O)N([C@@H](C)CO)C[C@@H](C)[C@H](CN(C)C(=O)Nc1ccc3c(c1)OCO3)O2	·	9[16.7 µM]	1	-10	1	-16	5	-1
CCC(=O)N1CCc2cc(S(=O)(=O)NC(C(=O)N3CCN(c4ccc(F)cc4)CC3)C(C)C)ccc21 (configuration not stated)	9	5	-4	7	2	-1	1	-1
CCOc1ccc(NC(=S)N2CCC(N(C)CC3CCCO3)CC2)cc1 (configuration not stated)	-1	·	·	·	5	-6	-4	·
CCc1cccc(N(C(=O)c2csnn2)C(C(=O)NC(C)(C)CC)c2ccccn2)c1 (configuration not stated)	-2	·	·	-1	-2	3	-1	1
Cc1ccc2cccc(NC(=O)c3ccc(Br)o3)c2n1	4	7	2	·	-11	27	·	·
CC(Cc1cccs1)NC(=O)Nc1ccc(Cl)c(Cl)c1 (configuration not stated)	13	-5	-8	·	1	·	·	·
c1ccc(COc2ccc(OCCCN3CCCCC3)cc2)cc1	3	-2	0	·	-30	-144	·	·
COc1cc(OC)c(C2C(C#N)=C(N)Oc3cc(C)n(CCCN4CCOCC4)c(=O)c32)cc1OC (configuration not stated)	-1	2	-2	·	9	1	·	·
Cc1cc(S(=O)(=O)Nc2ccc(C(=O)NCC(c3ccco3)N(C)C)cc2)ccc1F (configuration not stated)	11	-1	1	9	·	-3	-11	2
Cc1ccc(N2CCN(S(=O)(=O)c3c(C)nc4sccn4c3=O)CC2C)cc1 (configuration not stated)	5	-16	0	10	8	-2	-8	2
Cc1c(Cl)cccc1-n1c(SCC(=O)NCc2ccccc2Cl)nnc1-c1ccncc1	·	-2	1	0	-15	·	15	3
C[C@@H]1CN([C@H](C)CO)C(=O)Cc2cc(NC(=O)NC3CCCCC3)ccc2O[C@@H]1CN(C)S(C)(=O)=O	·	-10[16.7 µM]	-1	5	-1	0	-5	-4

Bioassay records as filed in PubChem.
